Screening data (PubChem BioAssay)
ADAM10 inh: inhibitors of human ADAM10; O14672; recombinant ADAM10, EDANS/DABCYL FRET peptide cleavage, 3 h; inhibition, % at 7 µM; 370,000 compounds, 0.62% hits; AID 720582;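 active = inhibition above a per-campaign cutoff equal to the mean of compounds falling between control-based bounds plus 3 SD, cut at about 20% in these data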;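 also: 0% = DMSO wells while the 100% control is not disclosed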
Target sequence (O14672 214-748 limits assumed): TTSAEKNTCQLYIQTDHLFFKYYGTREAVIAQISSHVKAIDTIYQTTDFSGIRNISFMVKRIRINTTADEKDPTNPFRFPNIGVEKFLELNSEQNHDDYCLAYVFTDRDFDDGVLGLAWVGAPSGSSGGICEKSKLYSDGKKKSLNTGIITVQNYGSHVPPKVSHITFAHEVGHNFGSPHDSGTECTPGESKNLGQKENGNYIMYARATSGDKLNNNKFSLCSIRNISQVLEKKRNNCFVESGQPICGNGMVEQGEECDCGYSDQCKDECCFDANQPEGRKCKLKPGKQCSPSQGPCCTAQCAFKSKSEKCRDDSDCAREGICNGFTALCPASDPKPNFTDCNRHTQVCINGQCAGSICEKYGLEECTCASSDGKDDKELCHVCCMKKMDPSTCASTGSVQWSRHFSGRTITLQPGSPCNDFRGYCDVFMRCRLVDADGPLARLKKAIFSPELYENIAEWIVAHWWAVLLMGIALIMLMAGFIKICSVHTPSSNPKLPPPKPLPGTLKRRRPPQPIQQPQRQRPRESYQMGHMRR
SMARCA2 activ: activators of SMARCA2 function. MG213 cells, MMTV-luciferase reporter, dexamethasone, overnight. activation, % at 9.1 µM. 370,000 compounds, 1% hits. AID 652017; in the data active = activation above about 7.8%;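 also: 0% = vehicle wells and 100% = reference activator wells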
DAX1 inh-1: inhibitors of human orphan nuclear receptor DAX1 (NR0B1). P51843. HEK293 Gal4-DAX1 luciferase reporter, luminescence. inhibition, % at 6.75 µM. 340,000 compounds, 0.99% hits. AID 504766;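 active = inhibition above the mean over all tested compounds plus 3 SD, cut at about 4.2% in these data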;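 also: 0% = DAX1-transfected cells with DMSO and 100% = empty-vector control cells with DMSO; inhibition shows as a rise in luminescence from relieved DAX1 repression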
Target sequence (P51843 207-470 limits assumed): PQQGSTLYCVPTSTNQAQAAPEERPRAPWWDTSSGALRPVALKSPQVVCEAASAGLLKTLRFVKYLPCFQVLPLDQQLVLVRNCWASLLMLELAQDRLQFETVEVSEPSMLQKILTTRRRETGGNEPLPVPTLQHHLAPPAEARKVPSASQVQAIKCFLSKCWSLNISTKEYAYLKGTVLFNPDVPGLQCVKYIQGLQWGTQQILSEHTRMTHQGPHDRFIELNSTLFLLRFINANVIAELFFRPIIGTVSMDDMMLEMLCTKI
ADAM17 inh: ADAM17 inhibition, QFRET primary screen. inhibition, % at 6.95 µM. P78536. recombinant ADAM17, EDANS/DABCYL FRET peptide cleavage. 370,000 compounds, 0.83% hits. AID 720648;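 active = inhibition above the mean of compounds lying between control limits plus 3 SD, set per campaign, cut at about 8.5% in these data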;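 also: 0% = DMSO-only wells as the low control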
GAA850 FXN act: increases GAA850 frataxin promoter reporter activity; 360,000 compounds, 0.56% hits; HEK293 lucGAA850 FXN promoter luciferase reporter, 24 h; percent of 10 µM SAHA response; activation, % at 6 µM;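 active = activation above the average of all compounds screened plus 3 SD, cutoff fixed separately per campaign, cut at about 7.5% in these data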;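 also: 0% = DMSO wells and 100% = 10 µM SAHA wells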
ssDAF-12 act: activates DAF-12 receptor from parasite S. stercoralis; HEK293 ssDAF-12/GRIP1 lit1-tk-luc reporter, luminescence; % of 3 µM dafachronic acid response; activation, % at 6.8 µM; 370,000 compounds, 1% hits; AID 652126;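 active = activation above the mean over all tested compounds plus 3 SD, cut at about 0.9% in these data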;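 also: 0% = DMSO-only wells and 100% = 3 µM delta7-dafachronic acid wells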
hcDAF12 agonist: H. contortus DAF-12 activation, primary screen | HEK293 hcDAF-12 lit1-tk-luc reporter, luminescence; 0% DMSO, 100% Δ7-dafachronic acid | activation, % at 6.8 µM | 370,000 compounds, 1.4% hits | AID 652067;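 active = activation above the mean of all tested compounds plus 3 SD, cut at about 5.5% in these data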;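 also: 100% = response to 3 µM Δ7-dafachronic acid high control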
NPR1 activator: GC-A (human) enzyme activation; P16066; HEK293 GC-A cells, cGMP TR-FRET, EC30 ANP; 0% at EC30 ANP, 100% saturating ANP; activation, % at 10 µM; 370,000 compounds, 0.14% hits; AID 1671463; in the data active = activation above about 40%
hgDAF12 agonist: activates the H. glycines DAF-12 receptor ligand-binding domain; HEK293 GAL4-hgDAF12 UAS-luciferase reporter, agonist luminescence; normalized to butyrate control; activation, % at 6.8 µM; 370,000 compounds, 1.8% hits; AID 687014;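 active = activation above a cutoff set at the mean of all screened compounds plus 3 SD, cut at about 10% in these data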;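 also: 0% = DMSO wells and 100% = sodium butyrate wells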
DAX1 inh-2: DAX1 (NR0B1) inhibition, primary screen. HEK293T StAR-luciferase reporter, SF-1/DAX-1 repression relief. inhibition, % at 6.8 µM. 370,000 compounds, 1.1% hits. AID 652010;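 active = inhibition above the mean over all tested compounds plus 3 SD, cut at about 3.6% in these data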;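 also: 0% = DAX-1 cells with DMSO and 100% = cells lacking DAX-1 with DMSO; higher inhibition means more luminescence from relief of DAX-1 repression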
PG9 binder: PG9 antibody binding by small molecule; 360,000 compounds, 0.43% hits; TR-FRET gp120-PG9 antibody binding; inhibition, % at 6.7 µM; in the data active = inhibition above about 8.5%
An asterisk follows results filed as active; nt = no result given.

SMILES | ADAM10 inh | SMARCA2 activ | DAX1 inh-1 | ADAM17 inh | GAA850 FXN act | ssDAF-12 act | hcDAF12 agonist | NPR1 activator | hgDAF12 agonist | DAX1 inh-2 | PG9 binder
CCCCOc1ccc(-c2cc(C(F)(F)F)c(C#N)c(SCC(=O)O)n2)cc1 | -65 | 1 | 0.8 | -22 | -0.6 | 0.7 | 2.1 | 6 | 6.4 | 0.5 | -2.8
COc1ccc(CN2C(=O)C(CC(=O)NCc3ccco3)CC(C(=O)N(C)C)=C2C)cc1 (stereo not given) | -14 | -2 | -1.0 | -4 | 0.1 | -1.0 | 1.2 | -1 | -3.7 | -0.3 | -0.2
COC(=O)c1ccccc1NC(=O)Nc1nnc(N2CCC(C)CC2)s1 | -4 | 4 | 1.0 | 0 | -1.0 | -0.7 | 0.2 | 19 | 0.7 | -0.6 | -0.5
O=C(Nc1ccccc1F)C1CCCN(S(=O)(=O)c2ccc(-n3cnnn3)cc2)C1 (stereo not given) | 5 | -3 | -0.7 | -2 | 0.5 | -0.7 | 1.2 | -3 | -0.1 | 0.6 | -0.7
COC(=O)c1cccc(NCN2C(=O)c3ccccc3C2=O)c1 | -8 | -2 | 1.3 | -2 | -0.2 | -1.1 | -0.9 | -3 | -0.7 | 0.5 | -2.8
COc1ccc(C(NC(=O)C2CCN(CCCOc3ccccc3)CC2)c2cccs2)cc1 (stereo not given) | 2 | 0 | nt | 2 | -0.4 | -0.4 | -2.7 | -7 | 0.9 | 0.2 | 1.3
O=C(Nc1ccc(N2C(=O)C3CCCCC3C2=O)cc1Cl)c1cccs1 (stereo not given) | -4 | -1 | -1.6 | -6 | 0.1 | -1.5 | -0.4 | 7 | 0.4 | 0.2 | 18*
CC(=O)c1cc(-c2ccccc2)n(CC(=O)NCc2ccc(Cl)cc2)c1C | -8 | -4 | nt | 1 | nt | -1.6 | -2.8 | -4 | -5.5 | -1.1 | nt
CCCCCN(C(=O)COC(=O)CSc1ccc([N+](=O)[O-])cc1)c1c(N)n(CCCC)c(=O)[nH]c1=O | -5 | -2 | -1.4 | 1 | 2.6 | -0.3 | 0.1 | 2 | -1.1 | 0.2 | -3.3
C=C(Cl)COc1ccc2c(CC)cc(=O)oc2c1 | -132 | 0 | -1.3 | -48 | 2.2 | -1.7 | -2.6 | -4 | -1.2 | -0.1 | -1.4
CCCCOCCCNC(=O)C[C@@H]1C(=O)N2CCCC3=C2[C@@]1(C(=O)OCC)CCC3 | -5 | -2 | nt | -1 | nt | -1.6 | 1.3 | 3 | 1.4 | 0.5 | nt
NS(=O)(=O)c1ccc(NC(=O)c2ccccc2C(=O)N2CCCCC2)cc1 | 5 | 7 | 0.3 | 1 | -0.7 | -1.6 | -0.9 | -2 | 0.6 | -0.4 | -3.1
Cc1cc(=O)oc2c(C)c(OCC(=O)NCc3ccccn3)ccc12 | -14 | 0 | 0.9 | -7 | 0.9 | -1.0 | -0.3 | -1 | 4.6 | -0.7 | -0.8
CCn1c(SCc2ccc(OC)c(F)c2)nc2ccccc2c1=O | 1 | -1 | -0.6 | 1 | 1.2 | -1.6 | -3.2 | 4 | 1.7 | -0.6 | 0.5
CCCn1c(O)c(N=NC(=O)CNC(=O)/C=C/c2ccc(OC)cc2)c2ccccc21 | 10 | -2 | 0.2 | -2 | 2.4 | -0.5 | -2.5 | 0 | -1.1 | -0.2 | -2.5
COc1ccc(-c2onc(C)c2-c2cnn(-c3ccccc3)c2)c(O)c1 | 7 | -4 | -0.4 | 1 | 3.3 | -2.0 | -1.2 | -3 | -0.8 | 0.3 | 1.1
O=C(Nc1ccc(Br)cn1)c1cccc(S(=O)(=O)N2CCCC2)c1 | -7 | -3 | -1.9 | -2 | -0.4 | -1.6 | -0.7 | -5 | 0.5 | -2.2 | 1.4
CC(C)C(=O)NNC(=O)C1CC1(c1ccccc1)c1ccccc1 (stereo not given) | 4 | -1 | -1.3 | -1 | 3.3 | -1.1 | -0.5 | 0 | -1.2 | -0.2 | -2.0
CC1CN(S(=O)(=O)c2cccc(C(=O)OCC(=O)c3cccs3)c2)CC(C)O1 (stereo not given) | -8 | -4 | -1.1 | -4 | -1.9 | -1.6 | -1.1 | 3 | 0.8 | -0.3 | 1.5
COC(=O)[C@]12C[C@H](CC(=O)N3CCC(c4ccccc4)CC3)C(=O)N(Cc3cccc4ccccc34)C1=C[C@H](C(C)C)O[C@@H]2C1CC1 | -2 | -3 | nt | -1 | nt | -0.5 | -1.0 | 4 | -1.0 | -0.2 | nt
CCOc1ccccc1N(C)C(=O)CCS(=O)(=O)c1ccc2c(c1)NC(=O)CO2 | -7 | -5 | -0.2 | -2 | -0.8 | -1.1 | 0.5 | -2 | -2.0 | -0.2 | -0.7
CCOc1cccc(C(=O)Nc2ccc(NC(=O)c3cc4ccccc4o3)c(OC)c2)c1 | -10 | -3 | -0.9 | -5 | 1.4 | -0.3 | 1.0 | -11 | 1.2 | 0.5 | 0.9
Cc1ccccc1C(=O)OCC(=O)N(C)c1ccccc1 | -1 | 2 | -0.9 | -1 | 1.3 | -1.1 | 1.2 | 1 | 1.5 | -0.2 | 1.8
COC(=O)c1ccccc1NC(=O)Nc1cccs1 | 7 | 1 | -0.2 | -4 | 0.6 | -0.7 | -0.4 | 0 | 0.6 | -0.2 | -0.6
CSc1nc2c(c(=O)[nH]c(=O)n2C)n1Cc1ccccc1Cl | -5 | -3 | 1.2 | -4 | 2.3 | -0.5 | -0.3 | 8 | -5.0 | 0.6 | -0.6
SMILES | ADAM10 inh | SMARCA2 activ | DAX1 inh-1 | ADAM17 inh | GAA850 FXN act | ssDAF-12 act | hcDAF12 agonist | NPR1 activator | hgDAF12 agonist | DAX1 inh-2 | PG9 binder
Cc1ccc2[nH]c(=O)c(CN(Cc3ccccc3)Cc3nnnn3C3CCCC3)cc2c1 | -186 | 0 | 0.4 | -68 | 6.5 | 2.5* | 14* | -8 | 9.8 | 3.5 | -0.8
Cc1c(C(=O)OCc2nnc(-c3ccccc3)o2)oc2ccccc12 | 4 | -1 | -0.7 | 3 | -0.3 | -0.9 | -1.0 | 1 | -0.5 | 0.1 | -1.8
CC(C)c1c(O)nc(SCCN(C)C)[nH]c1=O | -3 | 0 | -0.4 | -2 | -0.5 | -1.1 | 1.3 | 2 | 0.2 | -0.4 | -1.2
CCN(CC)/C(=N\S(=O)(=O)c1ccccc1C)c1ccccc1 | 4 | 1 | 0.9 | -2 | -0.7 | -0.7 | -0.5 | -2 | 1.2 | 0.1 | 2.8
COC(=O)c1cccc(NC(=O)CSc2ncn[nH]2)c1 | 1 | 5 | 0.8 | 0 | 0.9 | -1.3 | -0.5 | -2 | 3.2 | 0.6 | 0.3
O=C(CCCSc1nc2ccccc2[nH]1)NCc1ccc(Cl)cc1 | 5 | -2 | -2.2 | -3 | -0.8 | -1.5 | -2.0 | -1 | 0.9 | -0.3 | -1.3
COc1ccc(CCNS(=O)(=O)c2cccc(S(=O)(=O)N3CCCC3)c2)cc1OC | 1 | -3 | -0.1 | 1 | -0.5 | -1.3 | -1.2 | 1 | -0.5 | -0.2 | -0.2
CCCCNC(=O)c1nc(C2CCN(S(=O)(=O)c3ccc(F)c(F)c3)CC2)oc1-c1cccc(C(F)(F)F)c1 | 4 | -4 | nt | 7 | nt | -0.9 | -0.5 | 0 | -0.4 | -0.3 | 1.9
CN1CCN(CC(O)COc2ccccc2)CC1 (stereo not given) | -8 | 2 | 1.7 | -5 | -0.7 | -0.2 | 5.2 | 4 | 13* | 0.5 | -2.2
Cn1cccc1Cc1nnc(SCC(=O)Nc2ccc3c(c2)OCO3)n1CCc1ccccc1 | -4 | -2 | -2.1 | -2 | -3.8 | -1.7 | 0.6 | -14 | -1.3 | 0.3 | -0.6
O=C1OC(OC(=O)c2ccccc2Br)C(N2CCOCC2)=C1Cl (stereo not given) | -3 | -4 | -0.1 | 2 | -0.2 | -0.9 | -0.8 | 11 | -0.1 | -0.1 | -0.1
Cc1cccc(C)c1NS(=O)(=O)c1ccc2c(c1)NC(=O)CO2 | 10 | -1 | 0.6 | 2 | -1.2 | -0.9 | -1.1 | -2 | 2.0 | -0.7 | -0.9
CCNC(=O)c1ccccc1SCc1ccccc1 | 1 | 1 | -1.3 | 0 | 1.2 | -1.3 | -0.9 | 2 | -0.1 | 0.2 | -0.1
CC(=O)N1CCC(C(=O)Nc2ccc(S(=O)(=O)N3CCC(C)CC3)cc2)CC1 | 8 | -4 | -0.1 | -4 | -0.7 | -0.9 | -1.7 | -3 | -1.9 | 0.7 | -2.0
COc1ccc(Br)cc1/C=C/C(=O)c1ccc(NC(C)=O)cc1 | 4 | -3 | -4.0 | -1 | -8.2 | -2.7 | -7.1 | -5 | -10 | -3.9 | -0.4
CCCCCC(=O)N1C[C@H](n2cc(-c3ccc(F)cc3)nn2)[C@@H](O)C[C@@H]1c1ccc(Cl)cc1 | 31* | 1 | 0.5 | 13* | -0.5 | -0.5 | 0.7 | -5 | 1.5 | 0.8 | 0.2
COc1ccc(-n2c(SCC(=O)Nc3ccc(Br)cc3)nc(O)cc2=O)cc1 | -1 | -3 | -0.2 | 2 | 0.0 | -0.5 | 1.6 | -2 | 0.3 | -0.5 | -0.1
CC(C)CC(=O)NN1CCCCC1 | -2 | -2 | 0.0 | -4 | -1.1 | -0.8 | 0.6 | nt | -1.1 | -0.5 | -1.0
N#CC1=C(c2ccccc2)/C(=C/c2ccccc2)OC1=O | -7 | -2 | 1.4 | -4 | 4.1 | -0.9 | -0.6 | 23 | -0.4 | 0.1 | 0.7
O=C(O)C1CCCN1S(=O)(=O)c1ccc(Cl)c(Cl)c1 (stereo not given) | 4 | -1 | -0.1 | -5 | -0.2 | -1.2 | 0.6 | -3 | 0.8 | 0.5 | -1.1
Cc1ccc(S(=O)(=O)N2CCC(C(=O)OCC(=O)N3CC(C)CC(C)C3)CC2)cc1C (stereo not given) | -5 | -3 | 1.1 | -6 | 1.3 | -1.4 | -1.4 | 5 | 1.4 | -1.8 | -0.3
COc1ccc(C(=O)c2[nH]c(N)c(C(=O)c3ccccc3)c2-c2ccc(OC)c(OC)c2)cc1 | -4 | nt | nt | -2 | nt | -2.1 | -0.3 | -2 | -1.9 | nt | nt
CCN(CC(=O)Nc1ccc(NC(C)=O)cc1)C(=O)C1(c2ccc(Cl)cc2)CCC1 | -2 | -3 | 1.0 | -1 | -2.1 | -1.7 | -1.4 | -4 | 0.5 | -1.9 | -1.6
COc1cccc2cc(C(=O)n3ccc(C)n3)c(=O)oc12 | -4 | -1 | 0.7 | 2 | -1.2 | -1.1 | -0.4 | -1 | 2.4 | 0.2 | -0.4
COc1cc(OC)cc(C(=O)N[C@H](C(=O)Nc2ccc(NC(C)=O)cc2)C(C)C)c1 | 5 | 2 | 0.5 | -1 | -1.1 | -1.7 | -2.2 | -3 | 1.3 | 0.5 | 0.1

Ordered by the number under DAX1 inh-1 (largest number first): three of the compounds above.
| mol | DAX1 inh-1 |
| --- | --- |
| Cc1cccc(C)c1NS(=O)(=O)c1ccc2c(c1)NC(=O)CO2 | 0.6 |
| O=C1OC(OC(=O)c2ccccc2Br)C(N2CCOCC2)=C1Cl (stereo not given) | -0.1 |
| O=C(Nc1ccccc1F)C1CCCN(S(=O)(=O)c2ccc(-n3cnnn3)cc2)C1 (stereo not given) | -0.7 |
